# Lipid storage S3 = qHTS Assay for Lipid Storage Modulators in Drosophila S3 Cells | Drosophila S3 cells, BODIPY lipid droplet fluorescence, 18-24 h; cells fed with added oleic acid | Potency in µM for hits, for the others lipid storage change, negative = inhibition, % at the top dose, mostly 46.1 µM | hit rate 0.64% among 320,000; active means well fitted inhibition curve with a large enough effect in the signal ratio, with a control signal flat, not every such curve was filed as active; inconclusive means small, poorly fitted or top-dose-only effect, or effect the other way, or a change in a side signal; the % refers to the signal ratio
#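 Laser-scanning cytometry quantifies lipid droplet accumulation (500–530 nm total intensity; droplet/cell object ratio) in oleic acid-fed (400 uM added) Drosophila S3 cells treated with a concentration series. 20 uM Triacsin C defined 100% inhibition.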
# Lipid storage S3 cell count max = also measured in Lipid storage S3; calls as there; cell number change, %; measured here: cell count max response;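 cells counted by Cell Tracker Red CMTPX staining in the red channel; peak over a dose series mostly up to 46.1 µM; percent activity relative to internal control wells on each plate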
# Active calls of the source: *; i = inactive; ? = inconclusive; . = not tested or not shown; & = joins results of further samples; [ ] = dose if it differs, or a comment. On the % scale 0 is the no-effect control and ±100 the full control effect; potency means the concentration at half of the fitted maximal effect. Only part of the results is shown. The share of hits here may be higher or lower than overall.
# Each structure is followed by: Lipid storage S3, Lipid storage S3 cell count max
> CN1CCN(C(=O)c2cccn(Cc3ccc(C(F)(F)F)cc3)c2=O)CC1
    ?, .
> Cn1ncc(Br)c1NC(=O)Nc1ccccc1
    ?, .
> Cc1cccc2cc(/C=N/NC(=O)c3ccccc3O)c(Cl)nc12
    ?, .
> COc1ccc(C(=O)CSc2nnc(CNC(=O)c3ccccc3)o2)cc1
    ?, .
> COc1ccc(CNC(=O)C(C)n2nc(C)c3c(C)n(-c4ccccc4)nc3c2=O)c(OC)c1 (stereo not drawn)
    6%, 1
> CCC(Cc1ccccc1)n1c(=S)[nH]c2ccccc2c1=O (stereo not drawn)
    1%, -11
> Cc1ccc(O)c(-c2cc(C(=O)NCc3ccc4c(c3)OCO4)[nH]n2)c1
    ?, .
> CN(NC(=O)COc1ccccc1)c1ccccc1
    1%, 2
> CCN(C(=O)COC(=O)c1cc(-c2ccccc2)nc2c1c(C)nn2-c1ccccc1)C1CCS(=O)(=O)C1 (stereo not drawn)
    10%, -1
> Oc1ccc(-c2cn3cc(C(F)(F)F)ccc3n2)cc1
    2%, 1
> Cc1cc(NS(=O)(=O)c2ccc(NS(=O)(=O)c3cc(C)c(Cl)cc3Cl)cc2)no1
    ?, .
> CCN1CCN(C(=O)C2=CC(c3ccc(C)cc3)=NS(=O)(=O)N2C)CC1
    10%, 5
> COc1ccc(OC)c(-c2c3c([nH]c(=S)c2C#N)CCCC3)c1
    5%, 6
> Cn1nccc1CNC(=O)c1c(Cl)cnn1C
    ?, .
> CCn1nc(NC(=O)c2ccncc2)c2cc3ccc(C)cc3nc21
    i, -12

# The results go on.
# Each structure is followed by: Lipid storage S3, Lipid storage S3 cell count max
> Cc1cc(C)cc(N(CC(=O)Nc2ccc(C)cc2Cl)S(=O)(=O)c2c(C)[nH]c(=O)[nH]c2=O)c1
    i, 2
> Cc1ccc(S(=O)(=O)N2C(=O)C(C)SC2=Nc2ccccc2)cc1 (stereo not drawn)
    ?, .
> Cc1ccc(S(=O)(=O)Nc2ccccc2CNc2ccc(Br)cn2)cc1
    -3%, 7
> O=C(CN1C(=O)c2ccc([N+](=O)[O-])cc2C1=O)NCC1CCCO1 (stereo not drawn)
    ?, .
> Clc1nc(-c2n[nH]nc2Cl)n[nH]1
    ?, .
> COc1ccccc1Nc1nc(=O)[nH]nc1C
    ?, .
> COc1ccc(CCNS(=O)(=O)c2cccc(C(=O)O)c2)cc1OC
    19%, .
> C#CCOCCOCCOCCNc1nc(N2CCN(C(=O)CCCCCCCCCCNC(=O)[C@H]([C@@H](C)CC)n3cc(CCCCN=C(N)N)nn3)CC2)nc(N2CCN(C(=O)CCCCCCCCCCNC(=O)[C@H](CCCN=C(N)N)n3cc(C[C@@H](C)CC)nn3)CC2)n1
    ?, .
> C=CC[n+]1c(/C=C/c2ccc(OC(C)=O)c(OC)c2)ccc2ccccc21
    -8%, 1
> CCC1CCCCN1C(=S)Nc1ccc(S(=O)(=O)Nc2ncccn2)cc1 (stereo not drawn)
    ?, .
> CCOC(=O)c1c(NC(=O)CN2CCCCC2)sc2c1CCC(C=O)=C2Cl
    -14%, -4
> CC1CCCN(c2ccc(C(=O)NCc3ccco3)cc2[N+](=O)[O-])C1 (stereo not drawn)
    ?, .
> COc1cc(NC(=O)Cc2ccccc2)nc(OC)n1
    13%, 10
> COc1cc(C2C(C(=O)c3ccco3)=C(O)C(=O)N2Cc2ccccc2)ccc1O (stereo not drawn)
    ?, .
> CNC(=O)/C(C#N)=C/c1ccc(-c2ccc(OC)cc2[N+](=O)[O-])o1
    i, .

# Filtered by structure, those above containing a cyano group
# Each structure is followed by: Lipid storage S3, Lipid storage S3 cell count max
> COc1ccc(OC)c(-c2c3c([nH]c(=S)c2C#N)CCCC3)c1
    5%, 6
> CNC(=O)/C(C#N)=C/c1ccc(-c2ccc(OC)cc2[N+](=O)[O-])o1
    i, .

# (next part)
# Each structure is followed by: Lipid storage S3, Lipid storage S3 cell count max
> CCOC(=O)N1CCC(NC(=O)c2sc3nc4n(c(=O)c3c2C)CCCC4)CC1
    ?, .
> COCCn1c(C)cc(C(=O)CSc2cc(C)c3ccc(OC)cc3n2)c1C
    -9%, 1
> CCCc1cc2c(=O)c(-c3cscn3)c(C(=O)OCC)oc2cc1O
    ?, .
> Cn1cccc1C(=O)N/N=C/c1c(Cl)cccc1Cl
    17%, .
> Clc1ccccc1CN1CCSCC1
    21%, -4
> O=C(NC(=S)Nc1cccc2c(O)cccc12)c1ccccc1[N+](=O)[O-]
    ?, .
> COc1cc(NC(=O)c2[nH]c(C)c(C(C)=O)c2C)cc(OC)c1OC
    i, -16
> Cc1noc(C)c1CSc1nc2sc(C)c(C)c2c(=O)n1C1CCCC1
    ?, .
> O=C(O)C1CC(=O)N(c2ccc(F)c(F)c2)C1 (stereo not drawn)
    ?, .
> COc1ccc(-c2csc3nc(C(C)C)oc(=O)c23)cc1OC
    ?, .
> O=C(NCCc1ccccc1)C(=O)NCC1OCCN1S(=O)(=O)c1ccc(Cl)cc1 (stereo not drawn)
    -4%, 7
> Cc1cc(C)c(CNC(=O)c2cc(C3CC3)nc3c2cnn3C(C)C)c(=O)[nH]1
    ?, .
> O=C(NCC1CCCO1)C(=O)NCC(c1ccco1)N1CCN(c2ccccc2F)CC1 (stereo not drawn)
    15%, 14
> CN(C)S(=O)(=O)c1ccc(C(=O)Nc2ccccn2)cc1
    ?, .
> O=C(c1ccc(C(F)(F)F)cc1)C1CCCN(C(=O)CCn2cncn2)C1 (stereo not drawn)
    ?, .

# The list continues:
# Each structure is followed by: Lipid storage S3, Lipid storage S3 cell count max
> CCCCCc1cc(=O)oc2c(C(CCN(CC)CC)c3ccc(N(C)C)cc3)c(OC)cc(OC)c12 (stereo not drawn)
    ?, .
> O=C(NCc1cccnc1)NC1(C(F)(F)F)Oc2ccc(Cl)cc2O1 (stereo not drawn)
    ?, .
> CC(C)CNC(=S)NNC(=O)c1csc2c1CCCC2
    i, -12
> Cc1ccnc(NC(=O)c2ccc(C(=O)c3ccccc3)cc2)c1
    ?, .
> CCCOC1CCCN(C(=O)c2cc(COc3ccc(F)c(F)c3)on2)C1 (stereo not drawn)
    -21%, -10
> CC(C)CCC(C(=O)O)C(C)CC(=O)NNC(=O)c1ccco1 (stereo not drawn)
    -4%&-10%, 4&-5
> CCN1CNC(=S)N(c2cccc(C)c2C)C1
    ?, .
> CN1CCCC1CCNC1C2CC3CC(C2)CC1C3 (stereo not drawn)
    -3%, 38
> CC(C)CC(=O)Nc1cc(C(F)(F)F)ccc1N1CCOCC1
    i, .
> CC(=O)OCC(=O)c1c[nH]c2ccccc12
    ?, .
> COCCCn1c(N)c(-c2nc3ccccc3n2C)c2nc3ccccc3nc21
    ?, .
> Cc1cc(NC(=O)CSc2nc(C)c(C)c(=O)[nH]2)no1
    12%[0.0737 µM], 13
> CCOC(=O)c1nn(-c2ccc(Br)cc2)cc1C(=O)c1cccc2ccccc12
    2%, 18
> CN(C)S(=O)(=O)n1cnc([C@@H]2[C@H]3C(=O)OC[C@@H]3C[C@@]23N=CN(Cc2ccccc2)C3=O)c1
    ?, .
> Cc1ccc(S(=O)(=O)NC(C)CCc2ccccc2)cc1C(N)=O (stereo not drawn)
    ?, .

# Remaining list, next part
# Each structure is followed by: Lipid storage S3, Lipid storage S3 cell count max
> Cc1oc2nc(SCC(=O)NCCCO)nc(N)c2c1C
    ?, .
> Cc1ccc(-c2nnn(CC(=O)N3CCCCC3)n2)o1
    ?, .
> CCCOc1ccc(C2=CSC3=NCCN23)cc1Cl
    14%, -9
> CC(C)(C)NC(=O)NC(=O)COC(=O)CCC1CCCC1
    -27%, -15
> CCCCn1c(-c2ccccc2C)nc2cc3[nH]c(=O)c(C(C)C)nc3cc21
    ?, .
> CCN1C(=O)[C@H]2[C@@H](c3ccc(SC4CCCCC4)c(OC)c3)N[C@@](Cc3ccccc3)(C(=O)OC)[C@H]2C1=O
    ?, .
> CCOC(=O)c1ccc(OCC2NCCc3cc(OC)c(OC)cc32)cc1 (stereo not drawn)
    i, .
> CCN1C(=O)CS/C1=N\S(=O)(=O)c1ccccc1
    -2%, 10
> CCC(=O)c1cn(CCOc2ccccc2OC)c2ccccc12
    ?, .
> CCC(C)n1c(-c2cc(OC)c(OC)c(OC)c2)nc2nc3ccccc3nc21 (stereo not drawn)
    i, .
> CC1CCc2c(sc(NC(=O)COC(=O)c3ccc(NC(=O)CC#N)cc3)c2C#N)C1 (stereo not drawn)
    ?, .
> N#Cc1cc(-c2ccccc2)cnc1Sc1ccccc1
    0%, 16
> COc1ccc(NC2CCCN(C(=O)c3cccc(N4CCNC4=O)c3)C2)cc1 (stereo not drawn)
    i, -14
> CC(/C=C/c1ccco1)=N\NC(=O)c1cccc(Cl)c1
    -14%, -13
> Cc1cccc2sc(N3CCN(C(=O)c4cccs4)CC3)nc12
    -29%, -20

# 4 entries from above, sorted by the value under Lipid storage S3 cell count max, high to low.
# Each structure is followed by: Lipid storage S3, Lipid storage S3 cell count max
> N#Cc1cc(-c2ccccc2)cnc1Sc1ccccc1
    0%, 16
> CCN1C(=O)CS/C1=N\S(=O)(=O)c1ccccc1
    -2%, 10
> CC(C)(C)NC(=O)NC(=O)COC(=O)CCC1CCCC1
    -27%, -15
> Cc1cccc2sc(N3CCN(C(=O)c4cccs4)CC3)nc12
    -29%, -20

# More results
# Each structure is followed by: Lipid storage S3, Lipid storage S3 cell count max
> CCNC(=O)Nc1cc(OC)c(OC)cc1C(=O)O
    -14%, 5
> OCCC1CN(Cc2cn[nH]c2C2CCCCC2)CCN1Cc1ccccc1 (stereo not drawn)
    2%, 9
> Cc1ccc(NC(=O)CS(=O)CC(=O)NCCCc2ccccc2)cc1Cl (stereo not drawn)
    -7%, .
> CCCC(=O)NC(=S)Nc1ccc(C(C)=O)cc1
    -28%, -5
> O=C(CC(Cc1ccccc1)C(=O)O)Nc1ccccc1 (stereo not drawn)
    ?, .
> O=Cc1ccc(O)cc1O
    ?, .
> CCCn1c(NC(=O)CSCC(=O)Nc2cc(C)on2)nc2ccccc21
    22%, -3
> CCCOc1c(Br)cc(C(N)=O)cc1OCC
    ?, .
> CC1(C)Cc2noc(N)c2C(C)(C)N1O
    5%, 7
> CC(C)CCn1c(=O)c2ccccc2n2c(COC(=O)c3ccc(S(=O)(=O)N(C)C)cc3)nnc12
    11%, -15
> O=C(Cn1c(=O)cnc2ccccc21)N1CCN(S(=O)(=O)c2ccc(F)cc2)CC1
    20%, 23
> CC1=CC2CC1C1C(=O)N(c3ccc(S(=O)(=O)Nc4nc(C)cc(C)n4)cc3)C(=O)C21 (stereo not drawn)
    ?, .
> Cc1cc(C)nc(NS(=O)(=O)c2ccc(NC(=O)c3ccc(N4C(=O)CCC4=O)cc3)cc2)n1
    ?, .
> COc1cccc2cc(-c3ccnc(N)n3)oc12
    ?, .
> O=C(N1CCCCC1)C1(c2ccccc2)CCOCC1
    ?, .

# Next section
# Each structure is followed by: Lipid storage S3, Lipid storage S3 cell count max
> CC1(c2nnc(-c3ccncc3)o2)CC(c2ccc([N+](=O)[O-])cc2)=NO1 (stereo not drawn)
    11%, 3
> COc1ccc(N2CC(NC(=O)N3CCN(C(=O)c4ccco4)CC3)CC2=O)cc1OC (stereo not drawn)
    ?, .
> O=C(Nc1ccccc1C(=O)NCc1ccccc1)c1ccco1
    ?, .
> COC(=O)CN(c1cccc(C(C)=O)c1)S(C)(=O)=O
    9%, -13
> Cc1sc2nc(CN3CCCC3)nc(N3CCC(C(N)=O)CC3)c2c1C
    ?, .
> O=C(Nc1cccc(-c2nc3cc(Cl)ccc3o2)c1)C1CCCO1 (stereo not drawn)
    ?, .
> O=C(NCc1cccs1)c1cccc(Nc2nc3ccc(Br)cc3[nH]2)c1
    i, .
> COc1ccc(N(CC(=O)Nc2cccc(C(=O)O)c2)S(=O)(=O)c2c(C)noc2C)cc1
    5%, 11
> O=C(Cn1c(=O)[nH]c2ccsc2c1=O)N1CCN(c2ccc(F)cc2)CC1
    ?, .
> COc1cc(OC)cc(C(=O)NNC(=O)CN2C(=O)NC(C)(c3ccc(C)cc3)C2=O)c1 (stereo not drawn)
    ?, .
> COCCNC(=O)C1=C(N)C(C(=O)Nc2ccc(C)c(S(=O)(=O)N3CCCCC3)c2)SC1=Nc1ccc(C)cc1C (stereo not drawn)
    ?, .
> Cc1cc(NC(=O)C(C)SCC(=O)N(C)CC(=O)Nc2ccccc2C(F)(F)F)no1 (stereo not drawn)
    ?, .
> CN(C)c1ccc(C(C#N)c2ccccc2)nn1 (stereo not drawn)
    ?, .
> Cc1cc(C)c(NC(=O)CSc2nc3ncc(Br)cc3[nH]2)c(Cl)c1
    ?, .
> CC[n+]1ccc(C)c2cc(P(=O)(c3ccccc3)c3ccccc3)ccc21
    24%, -16

# New compounds follow.
# Each structure is followed by: Lipid storage S3, Lipid storage S3 cell count max
> Cc1ccc(NC(=O)/C(C#N)=C/c2ccc(C)s2)c(C)c1
    ?, .
> Cc1cnc(C(=O)Oc2cccc(Cl)c2Cl)cn1
    ?, .
> COc1ccc(C(=O)N2CCN(C(=O)C3COc4ccccc4O3)CC2)cc1 (stereo not drawn)
    i, 4
> CCC1CCC(C(=O)NNC(=O)c2cc(-c3ccco3)[nH]n2)CC1 (stereo not drawn)
    ?, .
> CCOC(=O)c1c(C)n(CCNC(C)=O)c2ccc(OC)cc12
    ?, .
> CCN(CC(=O)Nc1ccc(N2CCOCC2)cc1)C(=O)c1ccc(C#N)cc1
    ?, .
> O=C(CSc1ccc(-c2cccnc2)nn1)Nc1ccc(F)cc1F
    ?, .
> CC1(N2CCCCC2)CC2(O)C(=[N+]1[O-])CCC/C2=N\O (stereo not drawn)
    ?, .
> Cc1ccc(C(=O)NCCc2nnc3ccc(N4CCCC4)nn23)cc1
    ?, .

# Source: PubChem
